BioA inh: inhibitors of Mycobacterium tuberculosis BioA enzyme; purified M. tuberculosis BioA enzyme, plate reader; inhibition, % at 9.99 µM; hit rate 0.096% among 360,000; AID 602481; in the data active means inhibition above about 40%; inconclusive means no clear call, values can overlap the other calls
PrPC surface inh: cell surface PrPC inhibition, primary TR-FRET screen. inhibition, % at 13.8 µM. P04156. TR-FRET read-out. hit rate 0.43% among 370,000; in the data active means inhibition above about 24%; further: 0% = median of the test wells and 100% = reference compound wells
FBA Mtb inh: inhibitors of M. tuberculosis fructose-bisphosphate aldolase | P9WQA3 | purified M. tuberculosis FBA, fluorescence read-out | inhibition, % at 1 µM | hit rate 2.3% among 360,000; in the data active means inhibition above about 27%;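 further: 0% = vehicle and 100% = reference inhibitor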
Target sequence (P9WQA3 whole entry, looked up): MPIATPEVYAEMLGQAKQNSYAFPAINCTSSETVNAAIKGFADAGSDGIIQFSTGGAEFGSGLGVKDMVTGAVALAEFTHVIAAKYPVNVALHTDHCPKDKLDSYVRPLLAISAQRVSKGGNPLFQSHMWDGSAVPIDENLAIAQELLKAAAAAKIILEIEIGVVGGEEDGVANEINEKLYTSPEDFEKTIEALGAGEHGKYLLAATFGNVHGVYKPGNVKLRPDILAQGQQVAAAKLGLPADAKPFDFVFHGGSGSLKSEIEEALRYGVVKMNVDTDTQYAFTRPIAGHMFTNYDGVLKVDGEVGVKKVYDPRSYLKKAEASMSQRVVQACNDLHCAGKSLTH
FadD28 binding: blocks FadD28 binding to the bisubstrate probe. fluorescence polarization. inhibition, % at 12.5 µM. hit rate 0.22% among 360,000. AID 588549; in the data active means inhibition above about 8.5%, passing the limit was not always enough; inconclusive means no clear call, values can overlap the other calls
BoNT F protease: blocks Botulinum neurotoxin F light chain protease | Multiplex microsphere protease cleavage assay, flow cytometry | inhibition, % at 10 µM | hit rate 0.22% among 360,000 | AID 588497; in the data active means inhibition above about 35%, passing the limit was not always enough; inconclusive means no clear call, values can overlap the other calls; further: plate controls were buffer without enzyme for full effect and enzyme alone for no effect
CCHFV vOTU inh: CCHFV vOTU protease inhibition; Pep-AMC fluorescence; inhibition, % at 11.5 µM; hit rate 0.55% among 370,000; further: 0% = vehicle wells with enzyme and 100% = no enzyme wells
UGM FP inh: Mtb UDP-galactopyranose mutase inhibition. purified UGM, fluorescence polarization probe displacement. inhibition, % at 10 µM. hit rate 0.06% among 320,000. AID 504406; in the data active means inhibition above about 10%, passing the limit was not always enough; inconclusive means no clear call, values can overlap the other calls
Target sequence (P9WIQ1 whole entry, looked up): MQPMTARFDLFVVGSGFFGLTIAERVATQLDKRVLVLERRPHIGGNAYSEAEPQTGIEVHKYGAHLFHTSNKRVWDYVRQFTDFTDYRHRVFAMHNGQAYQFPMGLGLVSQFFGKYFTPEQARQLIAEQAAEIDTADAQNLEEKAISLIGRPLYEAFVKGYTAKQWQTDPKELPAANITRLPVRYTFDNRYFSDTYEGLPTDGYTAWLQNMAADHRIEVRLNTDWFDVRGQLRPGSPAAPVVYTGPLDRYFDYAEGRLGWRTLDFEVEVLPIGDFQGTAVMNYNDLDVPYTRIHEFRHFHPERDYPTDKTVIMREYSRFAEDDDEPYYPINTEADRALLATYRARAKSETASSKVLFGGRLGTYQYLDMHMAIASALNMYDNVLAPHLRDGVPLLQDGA
BoNT-A LC inh2: inhibitors of Botulinum neurotoxin A light chain protease; multiplex microsphere protease substrate cleavage, flow cytometry; inhibition, % at 10 µM; hit rate 0.17% among 360,000; in the data active means inhibition above about 30%; inconclusive means no clear call, values can overlap the other calls; further: plate controls were buffer without enzyme for full effect and enzyme alone for no effect
GDH-TPI inh: inhibits GDH-TPI coupling enzymes, artifact for Mtb FBA screen; GDH-TPI coupled enzyme counterscreen, NADH absorbance; inhibition, % at 4.8 µM; hit rate 1.2% among 360,000; AID 588335;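 further: 0% = DMSO wells and 100% = wells lacking the enzyme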
Active calls of the source: *; u = inconclusive; x = no result given; & = joins results of further samples. Unless noted, no stated cut-off is given here; in the data, active means inhibition above about 30%; inactive means the rest.

SMILES	BioA inh	PrPC surface inh	FBA Mtb inh	FadD28 binding	BoNT F protease	CCHFV vOTU inh	UGM FP inh	BoNT-A LC inh2	GDH-TPI inh
CCOC(=O)N1CCN(C(=O)C2CCN(S(=O)(=O)c3cc(Cl)ccc3OCC)CC2)CC1	-3.3	6	0	1.9	-12	1	-5.3	-2.6	6
COc1ccc(C(=O)CSc2nnc(-c3ccco3)o2)cc1	x	-3	1	-3.8	-3	5	-4.0	-0.2	-4
Cc1ccc(S(=O)(=O)Nc2ncc(C(F)(F)F)cc2Cl)cc1	x	-7	-7	-1.4	1	2	1.0	0.3	4
CCCNC(=O)C1(C)CCN(C(=O)/C=C/c2ccccc2)C1 (stereo not drawn)	0.5	-2	1	-1.9	-2	6	x	-0.2	2
CCOc1ccc(NC(=S)C(C#N)=C2N(C)c3ccccc3N2C)cc1	-1.4	-12	0	-3.8	4	5	3.4	-0.5	11
Cc1ccc(S(=O)(=O)n2nc(-c3ccc(Cl)cc3)nc2NCc2ccco2)cc1	-0.1	0	2	-1.5	-6	-2	-2.4	u	15
CC(=O)NC(Cc1ccccc1)C(=O)N1CCN(C(=S)NCC(C)C)CC1 (stereo not drawn)	x	-7	-2	-3.0	-2	-3	0.1	-0.1	2
N#Cc1nc(-c2cccc3ccccc23)oc1NCCN1CCCCC1	-1.1	0	70*	-1.4	-8	-159	1.6	-1.2	11
Cc1cc(C)cc(Nc2cc(C)nc3nc(C)nn23)c1	2.0	-5	0	-1.5	-6	9	-0.7	-0.4	11
COc1cc(C2C(C(=O)c3ccc(C)o3)=C(O)C(=O)N2Cc2cccnc2)ccc1O (stereo not drawn)	0.7	-7	-6	-3.0	-10	-2	-1.1	-0.5	20
Cc1ccc(-c2nnc3sc(C4COc5ccccc5O4)nn23)cc1 (stereo not drawn)	-2.4	-2	0	-1.5	-5	-5	-1.9	0.3	6
O=C1NCN(c2ccccc2)C12CCN(C(c1nnnn1C1CCCCC1)C1CC1)CC2 (stereo not drawn)	5.6	-1	-3	0.0	-2	-9	x	0.0	x
CC(=O)C[C@H](O)CC(=O)[C@@H]1OC(=O)[C@@H](C)C/C=C\Cc2ccccc21	0.2	-4	-1	0.7	-8	3	1.4	-0.7	-3
COc1ccc(CCC(=O)Nc2ccc(-c3noc(-c4ccc(OC)c(OC)c4)n3)cc2)cc1	-0.1	-3	-5	-5.5	5	-3	1.2	0.4	-10
Cc1csc(NC(=O)Cc2nn(C)c(=O)c3ccccc23)n1	-1.8	10	-2	-1.7	1	-4	-0.4	-0.1	-3
CCN(CC(=O)Nc1ccc(N2CCOCC2)cc1)Cc1nc2ccccc2c(=O)[nH]1	-0.7	-2	-2	-4.3	-4	11	-0.4	0.0	1
Cc1cc(=O)n2ncnc2n1COCCO	-1.8	6	-2	-1.2	0	4	-0.4	-0.4	4
CC(=O)c1c(C)nc(Nc2nc3ccccc3s2)nc1C	-1.1	-5	-1	-0.2	-11	-14	-1.9	-1.3	1
O=C(CCN1C(=O)COc2ccccc21)N1CCN(c2ccccn2)CC1	0.6	4	9	-3.5	-2	-17	-1.1	0.0	15
C=CCN(c1ccc(C(N)=O)cc1)S(C)(=O)=O	x	-4	1	-2.6	-8	5	-1.1	-0.4	-11
O=C(C[C@@H]1C/C=C\C[C@@H](Cc2ccc(F)cc2)C(=O)OC[C@@H](Cc2ccccc2)NC1=O)N[C@H](CO)Cc1ccccc1	-1.2	3	0	-3.0	2	0	3.8	0.2	3
S=C(NCc1ccco1)NCC(c1ccco1)N1CCCCC1 (stereo not drawn)	x	-2	-1	-2.9	-7	6	-0.7	-0.2	2
CCN(CC)S(=O)(=O)c1ccc(C(=O)OCCN2C(=O)CCC2=O)cc1	-1.6	-3	-2	0.7	-9	10	-0.4	0.4	4
Cc1cc(=O)[nH]c(NN=C2C3CC4CC(C3)CC2C4)n1	-1.4	10	-1	1.0	14	17	1.4	3.1	11
O=C(c1ccco1)N1CCN(c2ccc(Cl)c(Cl)c2)CC1	0.4	4	1	-0.8	-7	2	-7.0	-0.7	1
O=[N+]([O-])c1ccc(O)c(Nc2c([N+](=O)[O-])ccc3nonc23)c1	x	-41	-21	3.2	6	16	-4.4	-3.6	8
CC(C)(C)C(=O)c1sc(Nc2ccccc2)nc1N	2.2	0	-3	3.5	-7	2	-1.5	-0.5	40*
COc1cccc2c1c(NC(=O)Nc1ccc(F)cc1F)nn2C	0.4	-8	0	-1.9	x	0	-1.7	x	-10
CCc1nc(SCC(=O)OC)c2c3c(sc2n1)COC(C)(C)C3	x	4	-1	-3.0	-9	5	-0.4	0.6	1
CCCS(=O)(=O)NC(=O)C1(C)CCN(C(=O)c2cc(C)nn2C(C)(C)C)C1 (stereo not drawn)	-0.4	-4	-1	-3.7	2	23	x	0.2	0
O=C(c1ccc2c(c1)N(Cc1ccc(F)cc1)CCS2)N1CCOCC1	0.5	6	18	0.8	-8	-22	-1.9	0.6	2
Nc1nonc1-c1nc2ccccc2n1CC(=O)O	9.8	-1	-1	-1.0	-5	-10	2.9	-0.2	10
OC(c1ccc(F)cc1)c1nc(-c2cccc(F)c2)cs1 (stereo not drawn)	4.2	5	-1	-2.9	-6	5	x	0.4	-9
CCOC(=O)c1cc(S(=O)(=O)NC2CCN(C(=O)OCC)CC2)cn1C	-0.2	3	1	-2.0	-3	-13	2.4	0.3	9
CC(C)NC(=O)N(C)C[C@H]1Oc2ccc(NC(=O)CCC(F)(F)F)cc2C(=O)N([C@H](C)CO)C[C@@H]1C	-6.4&-0.6&-3.4	-2	4	-0.2	4	-6	0.2	-0.2	10
Cc1ccc(NC(=O)CSc2ccc3c(c2)OCCO3)c(O)c1	3.1	5	-1	-0.3	0	-5	-1.9	-0.1	-1
CCCN(CC(=O)Nc1ccccc1C)C(=O)C1CC(=O)N(c2ccc(CC)cc2)C1 (stereo not drawn)	-0.2	0	1	-2.1	-3	-2	0.6	-2.0	-8
COc1ccc(Cl)cc1C(=O)NCCc1ccc(S(=O)(=O)NC(=O)NC2CCCCC2)cc1	-3.2	4	4	-1.4	6	6	2.9	-0.7	19
Oc1ccc(/C=N/Nc2cc(N3CCOCC3)nc(N3CCOCC3)n2)cc1	0.4	3	2	-2.1	-12	8	1.3	-0.7	58*
COc1ccccc1-c1coc2c(CN3CCC(C)CC3)c(O)ccc2c1=O	1.5	-3	149*	-1.6	x	-130	-0.4	x	27
O=C(Nc1ccccc1)N1CCSc2ccccc21	0.3	-1	0	-2.0	1	-9	4.3	0.2	-3
CCc1nc2cc(CC(=O)O)ccc2o1	-0.7	0	1	-1.9	-24	-13	3.7	-1.1	12
CCc1nc2ccc(C(=O)N(C)Cc3ccco3)cn2c1N(CC)Cc1cccc(Br)c1	-0.6	12	1	-2.2	10	27	x	0.3	11
C[n+]1c(/C=C/c2ccc3c(c2)OCO3)ccc2ccccc21	x	-16	-3	-1.8	-4	-2	3.2	0.4	1
CCCCCCSc1ccc([C@@H]2[C@H]3C(=O)N(CC)C(=O)[C@H]3[C@]3(C(=O)OC)CCCCN23)cc1	-1.7	0	-2	-2.9	-1	1	2.7	-0.5	3
O=C(Cc1ccc(Cl)cc1)Nc1ccc(S(=O)(=O)Nc2ncccn2)cc1	-1.2	3	-1	-0.3	u	0	2.0	-1.9	2
Cc1cc(C)c(S(=O)(=O)NCC(=O)NCc2ccccn2)c(C)c1	x	5	1	-1.5	-6	1	1.2	-1.3	-3
Cc1cc[n+](CC(=O)c2cccs2)cc1	-1.3	3	2	1.6	4	4	-0.7	1.7	2
Cc1c(Nc2nc3ccccc3nc2NS(=O)(=O)c2cccs2)c(=O)n(-c2ccccc2)n1C	1.2	0	1	1.3	-6	21	1.1	-0.5	18
COc1ccc(OCc2nnc(NC(=O)Nc3ccc(F)cc3)s2)cc1	-0.6	13	1	-2.3	1	-6	-2.2	0.6	7
CCC1CCCCN1CCCNC(=O)C1CCN(S(=O)(=O)N2CCC3(CC2)OCCO3)CC1 (stereo not drawn)	-0.4	-3	-1	-3.2	10	12	0.3	0.6	0
CCC1Oc2ccccc2N(CC(=O)NCCCN2CCCCC2C)C1=O (stereo not drawn)	-0.8	-5	0	-0.4	-7	7	-1.3	0.3	3
CCN(CC)S(=O)(=O)c1ccc(N2CCOCC2)c(NC(=O)c2cc([N+](=O)[O-])ccc2Cl)c1	x	-11	0	-4.4	-2	2	2.2	-0.5	3
Cc1ccc(C2CC(C(F)(F)F)n3nc(C(=O)NCCN4CCOCC4)cc3N2)cc1 (stereo not drawn)	x	8	-2	-0.3	22	-19	3.6	0.2	4
CCOc1ccc(-c2nc(N)ncc2-c2ccc(OC)cc2)c(O)c1	x	12	2	-4.2	-5	-1	0.9	-0.2	6
COC(=O)/C=C(\C)NC(=O)c1ccc(F)cc1	0.7	-2	0	-1.5	-3	-4	0.6	0.1	7
c1ccc(-c2ccc(CN3CCN(c4ncccn4)CC3)cc2)cc1	0.0	-8	-4	-0.5	-2	5	1.5	-0.8	18
CCOCCCn1c(=S)[nH]c2cc(C(=O)N3CCOCC3)ccc2c1=O	-3.2	1	0	0.7	-5	1	1.7	-2.0	8
CN1c2ccccc2C(O)=C(C(=O)Nc2ccccc2)S1(=O)=O	-1.8	0	7	-1.0	2	9	2.8	-0.7	9
CCC(C)NC(=O)[C@H]1N2C(=O)c3ccccc3C2SC1(C)C (stereo partly drawn)	32	3	-1	x	-1	-16	1.0	-2.3	-1
(cont.)
SMILES	BioA inh	PrPC surface inh	FBA Mtb inh	FadD28 binding	BoNT F protease	CCHFV vOTU inh	UGM FP inh	BoNT-A LC inh2	GDH-TPI inh
O=C(CN1CCN(CC(=O)Nc2ccc3c(c2)OCO3)CC1)Nc1ccc(F)cc1	-3.2	-5	3	-1.5	-19	-2	-3.4	-0.9	0
CC(c1ccccc1)C1OCC(C[N+]2(C)CCCCC2)O1 (stereo not drawn)	x	9	0	-4.1	0	-9	0.7	0.2	-11
Cc1onc(-c2c(F)cccc2Cl)c1C(=O)NC(=S)NCc1cccnc1	x	3	-4	-3.4	-4	9	-0.7	0.0	-4
CCCN(CCC)CC(O)COc1ccccc1C(=O)Nc1ccccc1 (stereo not drawn)	x	-12	0	-2.1	u	-11	7.0	u	-2
COc1ccc(C(=O)Nc2ccccc2C(=O)NCc2cccnc2)cc1OC	1.9	-1	-2	-5.9	2	0	1.4	-3.4	-4
Cc1cc(C)c(NC(=O)Cn2nc(-c3ccccc3)nc2-c2ccccc2)c(C)c1	x	6	1	-3.5	-5	3	0.5	0.0	6
O=C(Nc1ccccc1)N1CCC(c2nc(-c3ccc(S(=O)(=O)N4CCOCC4)cc3)no2)CC1	0.0	13	0	-1.2	-5	2	-0.8	-1.7	-6
CCCn1nc2cc(C(=O)NCc3ccc(C)cc3)ccc2c1OC	-0.9	-6	58*	1.4	0	-39	3.4	-0.5	9
O=C1CCC(C(=O)N2CCCC2)CN1Cc1cccc(C(F)(F)F)c1 (stereo not drawn)	-0.3	-1	0	-4.0	11	11	-1.5	0.0	2
Cc1cc(OCC(=O)NC2CC2)c2c(C)cc(=O)oc2c1	0.4	x	80*	-2.5	-7	x	2.2	-1.5	4
CC(NS(=O)(=O)c1ccc(F)cc1)C(=O)Nc1ccc2c(c1)OCCO2 (stereo not drawn)	-0.5	0	4	-1.4	-5	-6	1.1	1.7	10
NS(=O)(=O)c1ccc(CNc2nc(-c3cccnc3)nc3ccccc23)cc1	-1.6	-7	-1	-10	-2	2	-1.5	0.5	2
O=C(NCc1ccccn1)C(=O)Nc1cccc2ccccc12	x	5	0	-1.3	-4	15	-2.1	-1.3	0
